# Source: PubChem
# ATG4B inh – inhibitors of human ATG4B cysteine protease; ATG4B cleavage of LC3-PLA2, NBD-HPC fluorescence, 1 h; actives 0.51% (n = 340,000); AID 504462; Q9Y4P1; inhibition, % at 8.33 µM; in the data active = inhibition above about 40%
# EBI2 block – EBI2 (human) antagonism; P32249; EBI2 beta-arrestin recruitment, luminescence, 7a,25-OHC stimulated; inhibition, % at 5 µM; actives 0.81% (n = 360,000); AID 651636; in the data active = inhibition above about 38%;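 note: enzyme fragment complementation signal reports receptor beta-arrestin coupling in cells; 0% = agonist plus DMSO wells and 100% = wells without agonist; some results beyond the cut were filed as inactive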
# Target sequence (P32249 whole entry, looked up, the tested form may be a part): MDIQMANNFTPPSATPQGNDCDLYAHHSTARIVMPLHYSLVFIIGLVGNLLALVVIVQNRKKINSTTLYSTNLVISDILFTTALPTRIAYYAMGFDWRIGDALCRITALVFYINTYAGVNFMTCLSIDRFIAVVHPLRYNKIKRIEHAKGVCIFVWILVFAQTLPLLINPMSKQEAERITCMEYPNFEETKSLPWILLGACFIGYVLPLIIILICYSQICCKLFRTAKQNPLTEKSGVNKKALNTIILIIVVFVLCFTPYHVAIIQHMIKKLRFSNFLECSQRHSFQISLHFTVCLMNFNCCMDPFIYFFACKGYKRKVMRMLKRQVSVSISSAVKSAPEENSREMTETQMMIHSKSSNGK
# Gli-Sufu block – blocks Gli-Sufu signaling in a luciferase reporter; inhibition, % at 5 µM; Sufu-KO-LIGHT fibroblasts, Gli luciferase reporter luminescence; actives 0.74% (n = 340,000); AID 588413;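 active = inhibition above about 55%, limit read from the data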;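 note: 0% = DMSO-treated cells and 100% = wells with medium but no cells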
# APJ agonist – activates the human apelin receptor APJ; P35414; CHO-K1 APJ PathHunter beta-arrestin, luminescence; 0% DMSO wells, 100% apelin; activation, % at 20 µM; actives 0.11% (n = 330,000);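 active = activation more than six SD over the plate average, tested at 20 µM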;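 note: 0% = DMSO alone and 100% = apelin-13 at 10 nM; some results filed as inactive read as strong as hits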
#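 Incubation: overnight seeding, 90 min compound at 25 °C, 1 h detection; test system: PathHunter CHO-K1 APJ (AGTRL-1) beta-arrestin reporter cells; amount: 1000 cells/well; doses: one dose, 20 µM compound, 1% DMSO; measured by: beta-gal luminescence; measure: agonist-driven arrestin binding to APJ; benchmarks: negative DMSO alone, positive Apelin-13 at 10 nM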
# APJ antagonist – APJ receptor antagonism. P35414. CHO-K1 APJ beta-arrestin complementation, luminescence. inhibition, % at 20 µM. actives 0.32% (n = 330,000). AID 2521;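 active = inhibition above about 40% at 20 µM, limit read from the data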;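 note: cells challenged with 10 nM apelin-13 agonist together with compound; plate controls were apelin-13 plus DMSO wells for no effect and DMSO wells lacking apelin-13 for full effect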
# CCR6 antagonist – antagonists of human CCR6 receptor; P51684; CHO-K1 CCR6 PathHunter beta-arrestin, luminescence, CCL20-stimulated; inhibition, % at 20 µM; actives 0.49% (n = 340,000);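 active = compounds whose inhibition of the agonist-driven luminescence signal at 20 µM reaches about 50%, limit read from the data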;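 note: cells stimulated with CCL20 at 14 nM final; plate controls were DMSO with CCL20 for no effect and DMSO without agonist for full effect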
# UBC13 polyUb – inhibitors of human UBC13 polyubiquitin chain formation | P61088 | TR-FRET | inhibition, % at 20 µM | actives 0.47% (n = 330,000) | AID 485273; in the data active = inhibition above about 45%, passing the limit was not always enough
# Target sequence (P61088 whole entry, looked up): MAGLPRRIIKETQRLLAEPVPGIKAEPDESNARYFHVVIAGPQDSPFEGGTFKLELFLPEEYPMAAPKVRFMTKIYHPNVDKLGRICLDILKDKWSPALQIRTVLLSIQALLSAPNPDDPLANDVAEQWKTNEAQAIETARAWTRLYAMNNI
# CXCR6 block – blocks human CXCR6 beta-arrestin recruitment | O00574 | CHO-K1 PathHunter CXCR6 beta-arrestin, luminescence | inhibition, % at 20 µM | actives 0.36% (n = 360,000) | AID 602244; in the data active = inhibition above about 34%, passing the limit was not always enough;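 note: antagonist mode with CXCL16 agonist at 10 nM final; 0% = 10 nM CXCL16 with DMSO and 100% = unstimulated wells without agonist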
# Target sequence (O00574 whole entry, looked up): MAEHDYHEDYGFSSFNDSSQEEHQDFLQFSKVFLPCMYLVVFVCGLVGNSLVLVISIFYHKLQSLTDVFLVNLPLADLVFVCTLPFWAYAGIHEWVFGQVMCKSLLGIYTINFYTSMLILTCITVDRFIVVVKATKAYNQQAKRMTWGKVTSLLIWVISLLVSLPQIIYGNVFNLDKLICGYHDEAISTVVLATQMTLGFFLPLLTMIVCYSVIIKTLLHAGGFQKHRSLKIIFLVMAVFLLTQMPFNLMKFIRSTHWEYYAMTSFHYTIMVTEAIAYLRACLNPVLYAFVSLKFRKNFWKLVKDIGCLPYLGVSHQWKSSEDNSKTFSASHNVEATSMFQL
# Active calls of the source: *; . = no result given.
SMILES,ATG4B inh,EBI2 block,Gli-Sufu block,APJ agonist,APJ antagonist,CCR6 antagonist,UBC13 polyUb,CXCR6 block
Cc1ccc(-n2nc3c(c2NC(=O)/C=C\c2ccc4c(c2)OCO4)CSC3)c(C)c1,-11,0,-6,-2,-67,13,-37,15
COc1ccc(OCC(=O)NC2CCCc3ccccc32)cc1 (configuration not stated),-11,12,-24,-4,1,11,0,-2
CN[C@H](C)C(=O)NC[C@H]1O[C@@H](n2cnc3c(N)ncnc32)[C@H](O)[C@@H]1O,0,-8,-7,.,.,19,.,19
O=C(Nc1cccc(NC(=O)c2ncn[nH]2)c1)c1cccc(Cl)c1,-1,8,10,-3,-16,0,6,-11
CC(C)c1ccc(S(=O)(=O)/N=C2/C=C(Sc3ncn[nH]3)C(=O)c3ccccc32)cc1,1,11,-3,.,.,7,.,9
C/C(=N\Nc1ccc2nncn2n1)c1cccs1,10,-2,-4,-3,6,-3,-2,-3
Cc1ccc(CNC(=O)CC(C)S(=O)(=O)c2ccc3c(c2)NC(=O)CS3)o1 (configuration not stated),6,-2,-14,1,9,6,-3,2
COCC(=O)N(Cc1cc2cc(C)ccc2[nH]c1=O)c1ccc(C)c(C)c1,-5,-8,13,0,-15,-9,-12,2
CCCNC(=O)c1c(C)cc(=O)oc1C,5,-3,-4,-4,16,2,11,-2
Cc1ccc(C(=O)N/C(=C/c2cccc([N+](=O)[O-])c2)C(=O)NC(C)C)cc1,-3,-3,4,-3,2,7,0,2
CC1(C)OC(=O)C(=CNCCc2ccc(O)cc2)C(=O)O1,-9,-3,-2,1,-7,4,-2,-1
O=C1c2ccccc2C(=O)N1CCCN1C(=O)c2ccccc2C1=O,3,1,4,.,.,10,.,-2
Cc1c(-c2ccc(/C=N/NC(=O)C(=O)Nc3ccccc3F)o2)cccc1[N+](=O)[O-],-4,3,1,0,-7,9,-15,-16
Nc1c(C(=O)NCc2ccc(Cl)cc2)sc2nc3c(c(C(F)(F)F)c12)CCC3,16,3,3,-7,35,2,-11,13
O=C(Nc1cc(S(=O)(=O)N2CCOCC2)ccc1N1CCOCC1)c1ccc(S(=O)(=O)N2CCCCC2)cc1,4,-1,-21,-1,18,4,-5,8
Cc1c(NC(=O)CSc2nnc(-c3ccco3)n2-c2ccccc2)c(=O)n(-c2ccccc2)n1C,0,-19,0,-3,2,14,2,0
Cc1ccc2nc(N(CCCN(C)C)C(=O)c3cc(-c4cccs4)nc4ccccc34)sc2c1,-3,3,36,8,24,22,21,9
CNc1nc(-c2c(C)[nH]c3ccc(OC)cc23)cs1,-4,-5,5,-1,-18,-4,3,-2
CC(Oc1ccc2c3c(c(=O)oc2c1)CCCC3)C(=O)NC1CC(C)(C)NC(C)(C)C1 (configuration not stated),2,-6,22,-4,15,8,21,2
O=S(=O)(c1cccc(C(F)(F)F)c1)N1CCN(c2nnnn2-c2ccccc2)CC1,-14,-4,-20,2,3,10,-2,-1
O=C(CSc1nc(=O)n(CCN2CCOCC2)c2c1CCC2)Nc1ccc(OC(F)(F)F)cc1,-3,-1,-1,-3,-34,8,-1,6
COC(=O)C1=C(C)N(Cc2ccccc2)C(=NCc2ccccc2)N[C@H]1c1cccc(F)c1,-3,3,22,-3,28,4,67*,3
COc1ccccc1C(=O)Nc1ccc2nc3n(c(=O)c2c1)CCCC3,-2,5,0,-2,-11,0,0,7
COc1cc(Cc2nccc3cc(OC)c(OC)cc23)c(NC(C)=O)cc1OC,2,-10,12,-2,4,10,-4,-4
O=C(CSc1nnc(-c2ccncc2)n1Cc1ccco1)Nc1nc(-c2ccccc2)cs1,-16,5,21,-6,-3,-20,-6,-13
# Next section.
SMILES,ATG4B inh,EBI2 block,Gli-Sufu block,APJ agonist,APJ antagonist,CCR6 antagonist,UBC13 polyUb,CXCR6 block
COc1cccc(-c2nn[nH]n2)c1O,-7,-5,-9,1,9,6,4,0
COc1ccc(C(=O)NN=C(Cc2ccccc2)Cc2ccccc2)cc1OC,-8,-14,-4,5,-12,8,11,-13
Cc1cc(C)n(-c2ccc(S(N)(=O)=O)cc2[N+](=O)[O-])n1,-10,-9,27,2,-17,-2,17,2
Cc1cc(C(F)(F)F)nc(SCC(=O)Nc2c(C)n(C)n(-c3ccccc3)c2=O)n1,4,-3,-37,-2,-11,-3,6,-2
COc1ccc(NC(C)C(=O)Nc2cc(C(F)(F)F)ccc2N2CCOCC2)c(OC)c1 (configuration not stated),2,32,17,-4,19,11,-3,-15
NC1=NC(=Nc2cccc(Cl)c2)c2ccccc21,-3,-9,-6,-3,10,3,-11,-13
CCCCc1nnc(NC(=O)CCSc2ccccc2)s1,9,3,-7,1,11,-5,8,8
COc1ccc(CNC(=O)C(=O)NCC2OCCCN2S(=O)(=O)c2cccs2)cc1 (configuration not stated),-1,-1,-5,-11,-14,14,-1,-3
CCOC(=O)C1CCCCN1C(=O)CCc1c(C)nc2ncnn2c1C (configuration not stated),-7,-5,5,-4,-20,0,5,-4
CCC(C)(C)NC(=O)C(NS(=O)(=O)c1cccs1)c1ccccc1 (configuration not stated),-11,6,-3,-1,1,8,-2,1
CC(C)(NC(=O)N1CCOCC1)c1cccc(C(C)(C)NC(=O)N2CCOCC2)c1,-11,-7,-8,6,-5,4,-14,0
CCOc1ccc(S(=O)(=O)N(CC(=O)NC2CCCCC2C)Cc2ccco2)cc1 (configuration not stated),18,13,-2,1,-4,15,16,6
Nc1cccc(C(=O)OCC(=O)c2ccccc2)c1,11,-8,-74,-5,17,5,-5,-3
Cc1cc(O)c(C(C)C)cc1NC(=O)Nc1cccc2ccccc12,-22,12,7,0,-6,13,-10,-5
O=C(Cc1cnc2ncnn2c1)N1CCc2c([nH]c3ccccc23)C1c1ccccc1F (configuration not stated),8,5,7,-5,17,18,-7,9
O=C(N/N=C/c1ccc(F)cc1)c1ccncc1,7,-9,16,-1,5,-5,3,-17
Cc1occc1C(=O)Nc1c(F)cc(F)cc1Br,-1,-4,1,-7,4,4,-11,-12
Cc1ccc(S(=O)(=O)Nc2nc(C)cc(NN)n2)cc1,1,2,2,-3,-10,9,-5,2
COc1cccc(CNC(=O)CCC2CCCN(C(=O)c3ccoc3)C2)c1 (configuration not stated),-3,1,-13,-1,-4,0,-2,-4
Nc1cc2c(cc1[N+](=O)[O-])OCCOCCOCCO2,3,-7,3,-2,-11,4,-30,0
COc1ccc(S(=O)(=O)N2CCCCCC2)cc1N(C)S(=O)(=O)c1ccccc1,3,6,10,-2,-17,30,-16,2
O=C(/C=C/c1cccs1)NC(=S)NNC(=O)Cc1cccs1,-8,3,4,-5,30,30,-13,18
Cc1ncccc1C(=O)N1CCCC(CCC(=O)N2CCN(c3ccccn3)CC2)C1 (configuration not stated),7,-16,12,2,-37,5,-2,11
CCN(CC)CCNCC(=O)Nc1ccc(Oc2ccccc2)cc1,-4,-7,9,-1,9,6,-9,0
O=C(Nc1ccccc1N1CCCCC1)C1CCN(S(=O)(=O)c2ccccc2C(F)(F)F)CC1,9,2,16,-1,-54,13,-1,12
# Continuation:
SMILES,ATG4B inh,EBI2 block,Gli-Sufu block,APJ agonist,APJ antagonist,CCR6 antagonist,UBC13 polyUb,CXCR6 block
COc1ccc(Cc2nnc(NC(=O)Nc3ccccc3F)s2)cc1OC,-11,5,-8,0,8,4,0,-2
O=C(Nc1ccon1)Nc1cc(Cl)ccc1Cl,-1,7,-5,0,10,12,8,-9
O=C(Nc1cccnc1Cl)c1cc([N+](=O)[O-])ccc1Cl,-1,7,6,-2,-27,-7,-17,3
COc1ccc([N+](=O)[O-])cc1N(CC(O)Cn1nnc2ccccc21)S(=O)(=O)c1ccc(C)cc1 (configuration not stated),-5,11,-3,2,-20,22,-1,4
COc1ccc(NS(=O)(=O)c2cc(NC(=O)c3ccc(Cl)cc3)ccc2N2CCOCC2)cc1,-12,10,-10,-1,1,5,-23,4
Cc1cccc(N2C(=O)CS/C2=N\NC(=O)c2ccc(Cl)cc2)c1C,-1,-4,-25,0,-21,7,7,-8
O=c1[nH]c2cccc(F)c2n2cccc12,3,0,17,-2,17,1,10,-17
CC(=O)Nc1ccc(NC(=O)CSc2nnnn2-c2ccc3c(c2)OCCO3)cc1,-2,-2,-8,-3,-1,4,1,3
Nc1c(-c2ccccc2)nnn1Cc1ccccc1,-4,-8,-4,2,-8,1,7,-2
CCOC(=O)c1ccccc1NC1CC(=O)N(c2ccccc2C)C1=O (configuration not stated),-11,-3,-3,-4,2,-6,20,-12
CCOC(=O)c1ccc(N/C=C/C(=O)c2ccc(OC)cc2)cc1,1,8,-25,-4,-19,12,-6,-4
CC(CNC(=O)C1CCCCC1)NC(=O)C1CCCCC1 (configuration not stated),-3,6,-6,-6,-9,-3,5,4
CCOc1nc2cnccc2n(CC(=O)Nc2ccccc2F)c1=O,3,-3,4,-4,9,1,5,1
CN(Cc1ccccc1)C(=O)COC(=O)c1ccc2c(c1)OCO2,-13,4,-1,3,6,11,-2,6
O=C(Oc1ccccc1Cl)c1ccccc1P(=O)(O)O,-5,0,0,1,-18,1,1,7
COc1cc(Br)cc(/C=N/NC(=O)Cc2ccccc2)c1O,3,3,-9,-5,-6,-12,2,-2
